Screening data as filed in PubChem BioAssay.
CCHFV vOTU inh: CCHFV vOTU protease inhibitors, primary screen, biochemical, Pep-AMC substrate, fluorescence; Crimean-Congo hemorrhagic fever virus L polyprotein viral ovarian tumor (vOTU) protease …; inhibition, % at 11.5 µM; AID 651958, 2012; 370,000 compounds, 0.55% hits; in the data active = inhibition above about 30%; note: 0% = vehicle wells with enzyme and 100% = no enzyme wells
PrPC TRFRET: inhibitors of human cell surface prion protein PrPC, primary screen, cell-based, TR-FRET | Major prion protein (Homo sapiens), P04156 | TR-FRET read-out | inhibition, % at 13.8 µM | 370,000 compounds, 0.43% hits; in the data active = inhibition above about 24%; note: 0% = median of the test wells and 100% = reference compound wells
Active calls of the source: *. An excerpt; count on the stated rates, not on these rows.

mol | CCHFV vOTU inh | PrPC TRFRET
Cc1ccccc1CN1CCCCC(NC(=O)C2CCC2)C1=O (configuration not stated) | 1 | 9
O=C(NCCc1c[nH]c2ccccc12)OCc1cn(Cc2cccc(C(F)(F)F)c2)nn1 | 6 | 21
Cc1ccc(NC(=O)c2ccc(CS(=O)(=O)Cc3ccccc3C)o2)c(C)c1 | -3 | 4
COC(=O)[C@]12C[C@H](CC(=O)NCc3cccc4ccccc34)C(=O)N(Cc3ccccc3)C1=C[C@H](COCc1ccccc1)O[C@@H]2C | 6 | -2
Cc1ccccc1-c1ccc2c(c1)[C@@H]1C[C@H]3[C@@H](CN1CC2)[C@H](C)OC(C1CCCCC1)N3C (some centres not stated) | -3 | 2
O=C(NCCN1CCC2(CC1)C(=O)NCN2c1ccccc1)c1ccc(F)c(F)c1 | 6 | -10
CC1(C)OC(=O)C2=C(CC(CCc3ccccc3)OC2CCc2ccccc2)O1 (configuration not stated) | 3 | 2
COC(=O)[C@]12C[C@H](CC(=O)N3CCCC3)C(=O)N(CCc3ccc(OC)c(OC)c3)C1=C[C@H](C(C)C)O[C@@H]2C1CC1 | 7 | -13
Cc1ccccc1CN1CCCCC(NC(=O)c2cccc(F)c2)C1=O (configuration not stated) | -3 | -3
COC(=O)[C@]12C[C@H](CC(=O)NCc3ccccc3)C(=O)N(Cc3ccco3)C1=C[C@H](C(C)C)O[C@@H]2C1CC1 | 11 | -4
Cc1ccccc1CN1CCCCC(NC(=O)Nc2cccc([N+](=O)[O-])c2)C1=O (configuration not stated) | 0 | 6
COc1ccc(-c2cscc2N)cc1 | 2 | 0
Cn1c(SCC(=O)Nc2ccccc2-c2ccccc2)nnc1-c1cnccn1 | 9 | 13
COc1cc(OC)cc(-c2cc3nc4c(c(N5CCN(c6cnccn6)CC5)n3n2)CCCC4)c1 | -10 | 7
COc1ccc(CCC(=O)N2c3ccccc3N=C(c3ccc(C(F)(F)F)cc3)C2C(=O)NC(C)C)cc1 (configuration not stated) | 0 | 7
CSc1ccc(C(=O)NCC2CCN(C(=O)C(=O)c3cc4ccccc4o3)CC2)cc1 | 3 | -9
COc1ccccc1NC(=O)OC1CC2CC1[C@H]1CCCCN1[C@H]2Cc1ccccc1 (some centres not stated) | 6 | -7
CCOC(=O)[C@@]12CN(C(=O)OC(C)(C)C)CC=C1N(Cc1ccc(OC)cc1)C(=O)[C@H]2CC(=O)NCCCN1CCCC1=O | -7 | -6
COc1ccc(C(C(=O)NCc2ccccc2)n2c(=O)c(-c3ccco3)nc3ccccc32)cc1 (configuration not stated) | 5 | -3
CCCN(CC1CC1)C(=O)c1oc(=O)c2ccccc2c1-c1ccc(C)cc1 | 11 | 7
COC(=O)[C@]12C[C@H](CC(=O)N3CCC(c4ccccc4)CC3)C(=O)N(Cc3ccccc3)C1=C[C@H](COCc1ccccc1)O[C@@H]2C | 15 | 0
COC(=O)[C@]12C[C@H](CC(=O)NCC3CCCCC3)C(=O)N(Cc3ccccc3)C1=C[C@H](C(C)C)O[C@@H]2C1CC1 | 25 | -5
Cc1cc(O)cc(=O)n1-c1cccc(Br)c1 | -4 | 8
O=C(OCCN1CCCC12CCC(c1ccccc1)CC2)c1ccccc1 (configuration not stated) | 7 | 4
CC(C)NC(=O)N[C@H]1CC[C@H](CC(=O)NCc2ccc(Oc3ccccc3)cc2)O[C@@H]1CO | 10 | -8
Cc1ccc(C(=O)C2CCN(CC(=O)N3CCCC3)CC2)cc1 | 4 | 1
COC(=O)C1=CN(c2ccc(C(C)(C)C)cc2)C(N)=C(C#N)C1c1ccc(OC)cc1 (configuration not stated) | 8 | -9
Cc1ccc(S(=O)(=O)N2CCN(C(=O)c3cccn3C)CC2)cc1 | -8 | 4
O=C(Nc1c(Cl)c(C2CC2)nn1-c1ccccc1)C(Cl)(Cl)Cl | 1 | 1
Cc1cccc(N2CCN(C(=O)c3ccc4c(=O)[nH]c5c(C(=O)NC6CCCC6)sc(=S)n5c4c3)CC2)c1C | -2 | 2
CCOC(=O)CC1(CCc2ccccc2)Oc2ccccc2O1 | -1 | 7
Cc1ccccc1CN1[C@@H](CC(C)C)COc2cc(Br)ccc2S1(=O)=O | 19 | 4
CC1CCCCC1N(C(=O)c1cc(C2CC2)on1)C1CCCCC1 (configuration not stated) | 12 | -4
C=CC[C@@H]1NN2C(=O)[C@@H](CCCC)[C@@H]3c4ccccc4C=NN3[C@@H]2c2ccccc21 | -2 | 5
COc1ccc([C@H]2OC(=O)C[C@@H]2C(=O)N2CCCCC2)cc1OC | 9 | -5
O=C(C(=O)N1CCN(S(=O)(=O)c2cccc3ccccc23)CC1)c1cccc(C(F)(F)F)c1 | 6 | 9
CCc1ccccc1CNC(=O)C1CCC(CNS(=O)(=O)c2cccc3cccnc23)CC1 (configuration not stated) | 6 | -1
C[C@@H]1CN(S(=O)(=O)C(C)(C)C)[C@@H](CCO)/C1=C\CCO | 8 | -1
CCC(=O)N[C@@H]1C=C[C@@H](CC(=O)NCc2ccccc2F)O[C@@H]1CO | -4 | -2
CCCCCCCCN1C(=O)N2Cc3cc(F)ccc3C2CS1(=O)=O (configuration not stated) | 2 | 10
Cc1cc(C)cc(C(=O)OCCN(C)C2CN(Cc3cn(Cc4cccc(F)c4)nn3)S(=O)(=O)C2)c1 (configuration not stated) | 1 | 2
O=C(NCc1ccco1)C1CCCN(S(=O)(=O)c2ccccc2[N+](=O)[O-])C1 (configuration not stated) | 2 | -9
CN(CCOC(=O)c1cc2ccccc2o1)C1CN(Cc2cn(Cc3ccccc3C(F)(F)F)nn2)S(=O)(=O)C1 (configuration not stated) | 16 | -5
CSCc1cc(C(=O)NC2CC2)c(N)s1 | 15 | -9
CCN(CC)C(=O)CC[C@H]1CC[C@]2(CCCN(Cc3cccnc3)C2)O1 | -1 | -1
CCC(=O)N[C@H]1C[C@@H]2O[C@@H](CO)CC[C@@H]2O[C@@H]1CCc1ccc(-c2cccc(OC)c2)cc1 | 7 | -5
COc1ccc2c(c1)[C@@]13CCCCC1[C@@H](C2)NCC3 (some centres not stated) | -1 | 1
Cc1ccc(Cn2cc(COC(=O)N3CCCC3)nn2)cc1 | 4 | -3
Cc1cc2c(cc1C)-n1nnnc1C(N1CCN(c3ncccc3C#N)CC1)C(=O)N2 (configuration not stated) | -11 | -2
COc1ccc(C(=O)CSc2nnc(-c3cccnc3)n2-c2ccc(C)cc2)cc1 | -2 | 1
N#Cc1cccc(C(=O)C(=O)N2CCCN(Cc3ccc(F)cc3)CC2)c1 | -1 | -5
CCOC(=O)C1=C[C@@H](C(C)(C)C)N(S(=O)(=O)c2ccc([N+](=O)[O-])cc2)[C@H]1c1ccccc1Cl | 8 | 3
Cc1cccc(C)c1NC(=O)C(C1CC1)n1c(-c2ccc(=O)[nH]c2)nc2ccccc21 (configuration not stated) | -3 | 3
O=C1Nc2ccccc2-c2nnnn2C1N1CCC(Cc2ccccc2)CC1 (configuration not stated) | 6 | -1
COc1ccc(C#Cc2c(-c3ccccc3OC)oc3ccccc23)cc1 | 3 | 0
O=C(NC1CCCC1)N[C@@H]1CC[C@@H](CC(=O)N2CCOCC2)O[C@@H]1CO | -3 | 6
CCOC(=O)CC[C@H]1CC[C@]2(CCCN(C(=O)C(C)(C)C)C2)O1 | 1 | 8
CCCCN1CCS(=O)(=O)N(Cc2cn(Cc3ccc(C)cc3)nn2)C(C(=O)OC)C1 (configuration not stated) | 1 | 8
O=C(NCc1ccccc1)[C@H]1CCCN1C(=O)[C@H]1CCCN1C(=O)c1ccc(F)c(C(F)(F)F)c1 | -12 | -3
C[C@H]1CN([C@@H](C)CO)C(=O)CCCn2cc(nn2)CO[C@@H]1CN(C)C(=O)C1CC1 | -3 | 5

Full records as entered above. Order of values: CCHFV vOTU inh | PrPC TRFRET
N#Cc1cccc(C(=O)C(=O)N2CCCN(Cc3ccc(F)cc3)CC2)c1 in the list: -1 | -5
COc1ccc(C(=O)CSc2nnc(-c3cccnc3)n2-c2ccc(C)cc2)cc1 in the list: -2 | 1
Cc1cc2c(cc1C)-n1nnnc1C(N1CCN(c3ncccc3C#N)CC1)C(=O)N2 (configuration not stated) in the list: -11 | -2

Other records follow:
mol | CCHFV vOTU inh | PrPC TRFRET
C=CCN1C(=O)c2n[nH]c(COC)c2C1c1ccc2c(c1)OCO2 (configuration not stated) | 11 | 0
Cc1cc2c(nc1C)CCCN2Cc1ccc(Br)cc1 | -1 | -12
COC(=O)[C@H](C(C)C)N1Cc2nnn(CC3CCCCC3)c2-c2ccccc2S1(=O)=O | 4 | 10
O=C(Cc1cc(C(F)(F)F)cc(C(F)(F)F)c1)Nc1c(-c2ccccc2)[nH][nH]c1=O | 16 | -1
CCN(CC)C(=O)CC[C@H]1CC[C@]2(CCCN(S(=O)(=O)c3ccccc3)C2)O1 | -3 | 4
Cn1cc([C@]2(O)C(=O)N(c3ccccc3)c3ccccc32)c2ccccc21 | 18 | -2
N#CCC[C@H]1CC[C@]2(CCCN(C(=O)c3ccccc3)C2)O1 | 6 | -7
COc1ccc(CNS(=O)(=O)c2cc(Br)ccc2Br)cc1 | 2 | 6
COC(=O)[C@]12C[C@H](CC(=O)NCCCN3CCCC3=O)C(=O)N(Cc3cccc4ccccc34)C1=C[C@H](C1CCCC1)O[C@@H]2C | 4 | 2
COC(=O)[C@]12C[C@H](CC(=O)NCC34CC5CC(CC(C5)C3)C4)C(=O)N(Cc3ccc4c(c3)OCO4)C1=C[C@H](C(C)C)O[C@@H]2C1CC1 | 14 | -3
CCc1ccc(CCNC(=O)OCCCN2CCC3(CCC(c4ccccc4)CC3)C2=O)cc1 (configuration not stated) | 22 | 1
CCCCc1c(-c2ccccc2OC)ncn1Cc1ccc(F)c(F)c1 | 16 | 2

Overlap with the part before: 4 compounds, followed by the next part.
mol | CCHFV vOTU inh | PrPC TRFRET
COC(=O)[C@]12C[C@H](CC(=O)NCCCN3CCCC3=O)C(=O)N(Cc3cccc4ccccc34)C1=C[C@H](C1CCCC1)O[C@@H]2C | 4 | 2
COC(=O)[C@]12C[C@H](CC(=O)NCC34CC5CC(CC(C5)C3)C4)C(=O)N(Cc3ccc4c(c3)OCO4)C1=C[C@H](C(C)C)O[C@@H]2C1CC1 | 14 | -3
CCc1ccc(CCNC(=O)OCCCN2CCC3(CCC(c4ccccc4)CC3)C2=O)cc1 (configuration not stated) | 22 | 1
CCCCc1c(-c2ccccc2OC)ncn1Cc1ccc(F)c(F)c1 | 16 | 2
Cn1c(=O)c2cc(S(=O)(=O)N3CCN(Cc4ccccc4)CC3)ccc2n(C)c1=O | 0 | -1
O=C(Nc1ccc(F)cc1)Nc1c(-c2ccc(F)cc2)nc2ncccn12 | -15 | -12
Cc1cccc(Cl)c1NC(=O)NCCCN1CCOCC1 | -5 | 6
Nc1[nH]c(C(=O)c2ccccc2)c(-c2cccc3ccccc23)c1C(=O)NC1CCCCC1 | 2 | 11
O=C(c1ccccc1)N1CCC2CCN(S(=O)(=O)c3ccccc3)CC21 (configuration not stated) | -5 | 10
Cc1cc(=O)[nH]c(SCC(=O)Nc2ccc(F)cc2F)n1 | -6 | -2
COC(=O)/C=C1\OCc2ccccc21 | 15 | 0
Cc1ccc(CN2CCCCC(NC(=O)c3ccc(N(C)C)cc3)C2=O)cc1 (configuration not stated) | 2 | 1
CC(C1=CCCCC1)c1cnn(C)c1 (configuration not stated) | 7 | 7
COC(=O)c1cc2c(c3c4cc(OC)ccc4n(S(=O)(=O)c4cccc(C)c4)c13)C(=O)N(Cc1ccc(C(F)(F)F)cc1)C2 | 16 | -4
CCOC(=O)[C@]12CCCC=C1N(Cc1ccc(OC)cc1)C(=O)[C@@H]2CC(=O)N1CCCC1 | 22 | 4
C/C=C/C(=O)N1CCc2cc(S(=O)(=O)N(C)Cc3ccco3)ccc21 | 10 | 4
CC(=O)OC12CCCN(C1)/C(=C/c1cccc(N(C)C)c1)C2 (configuration not stated) | -4 | 2
COC(=O)[C@]12C=CCN1[C@H](c1ccc(C(F)(F)F)cc1)c1c(c3ccccc3n1S(=O)(=O)c1ccc(C)cc1)C2 | 15 | 16
C=CCCC1CN(Cc2ccc(OC)cc2)S(=O)(=O)c2c(cccc2Sc2ccc(OC)c(OC)c2)O1 (configuration not stated) | 14 | 11
COC(=O)C12C=C3CC(c4ccc(OC)cc4)=C3C(=O)N1Cc1[nH]c3ccccc3c1C2 (configuration not stated) | -11 | -7
COC(=O)C1=C(C)N(Cc2ccc(C(F)(F)F)cc2)C(=NCc2ccc(OC)cc2)NC1c1ccccc1C(F)(F)F (configuration not stated) | 35* | 4
CC(C)(C)NC(=O)C(c1ccc(-c2ccccc2)cc1)n1c(=O)c(-c2ccco2)nc2ccccc21 (configuration not stated) | 32* | 10
O=S(=O)(c1ccc(Br)s1)N1CCC(c2nc3ccccc3o2)CC1 | -4 | -8
CCOC(=O)[C@]12CCCC3=C1N(CCC3)C(=O)[C@@H](CC(=O)NCc1cccc(C(F)(F)F)c1)C2 | 7 | 3
CC(=O)C[C@H]1SC[C@@H](C(C)C)N1S(=O)(=O)c1ccc(C)cc1 | -3 | -2
CCN(C(=O)C1CCCN1S(=O)(=O)c1cccnc1)c1ccccc1 (configuration not stated) | 9 | 5
C=CCN1C(=O)[C@@H](CC(=O)NCCCOCCCC)[C@]2(C(=O)OCC)CCCCC/C=C/12 | 4 | -1
COC(=O)[C@]12C[C@H](CC(=O)N3CCC(c4ccccc4)CC3)C(=O)N(Cc3cccc4ccccc34)C1=C[C@H](C(C)(C)C)O[C@@H]2C | 23 | 0
Cn1c(=O)cc(OCC(=O)N2CCN(c3ccccc3Cl)CC2)c2ccccc21 | 8 | -3
CCOc1ccc(-n2c(SCC(=O)Nc3cccc4ccccc34)nnc2-c2ccccc2)cc1 | -3 | -4
O=C(NCCc1ccccc1)OCc1cn(-c2c(F)cccc2F)nn1 | -6 | 3

Given with values under each structure: entries from further up.
Values run as follows: CCHFV vOTU inh, PrPC TRFRET
> COC(=O)[C@]12C[C@H](CC(=O)N3CCC(c4ccccc4)CC3)C(=O)N(Cc3cccc4ccccc34)C1=C[C@H](C(C)(C)C)O[C@@H]2C
 : 23, 0
> Cn1c(=O)cc(OCC(=O)N2CCN(c3ccccc3Cl)CC2)c2ccccc21
 : 8, -3
